# TRPM1 prom inh: MITF TRPM1 promoter inhibition in SK-MEL-5 cells. SK-MEL-5 TRPM1 promoter luciferase, 24 h. inhibition, % at 12.5 µM. actives 0.83% (n = 330,000);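 active means mean inhibition across replicates of 60% or more, whatever share of single replicates reaches that level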; further: values of inactives mirror those of a sister screen read the other way
# HIF-2a block: HIF-2a inhibition; AID 624352; actives 0.72% (n = 360,000); 786-0 RCC cells HIF-2a reporter, luciferase luminescence, overnight; inhibition, % at 18.8 µM;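 active means inhibition of the luminescence signal of 40% or more relative to plate controls, in a single-dose primary screen at 18.75 µM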
# CF NFkB block: blocks PAF-induced NF-kB reporter in cystic fibrosis cells | actives 0.86% (n = 360,000) | inhibition, % at 5 µM | KKLEB NF-kB-GFP reporter, GFP fluorescence overnight;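 active means at least 50% inhibition at 5 µM, scaled per plate between neutral and stimulator controls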;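 further: PAF is a Pseudomonas aeruginosa culture filtrate used as stimulus; plate controls were PAF-stimulated DMSO wells for no effect and unstimulated DMSO wells for full effect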
# TWEAK-Fn14 inh: inhibitors of TWEAK-Fn14 interaction signaling; TWEAK-stimulated Fn14 reporter cells, luciferase luminescence, 8 h; inhibition, % at 10 µM; actives 2% (n = 360,000); in the data active means inhibition above about 50%
# Shn3 3UTR inh: Schnurri-3 reporter inhibition in Clone20 osteoblasts; Clone20 osteoblast Shn3 3'UTR firefly luciferase, 24 h; inhibition, % at 12.5 µM; actives 0.52% (n = 360,000);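 active means mean inhibition of at least 75% with every replicate also reaching 75%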;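 further: 0% = median of neutral control wells and 100% = pilot-screen positive control compound; some compounds past the cut are filed as inactive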
# TROY NFkB inh: TROY signaling inhibition; inhibition, % at 10 µM; actives 0.98% (n = 360,000); Q293 LMP1-TROYcd NF-kB luciferase reporter, 4 h;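 active means compounds whose plate-normalised and pattern-corrected inhibition of the luciferase reporter signal at the single screening dose is 50% or more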
# NR2E3 ag-1: activates human NR2E3 receptor. AID 602229. actives 0.35% (n = 360,000). CHO-S Gal4-NCOR/VP16-NR2E3 two-hybrid, luciferase. Q9Y5X4. inhibition of corepressor binding, % at 3.98 µM;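 active means inhibition above the mean of all tested compounds plus 3 SD, cut at about 70% in these data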;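 further: 0% = DMSO with NR2E3 transfected cells and 100% = cells lacking NR2E3 construct; higher means lower luciferase signal from less NR2E3 corepressor binding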
# Target sequence (Q9Y5X4 whole entry, looked up, the tested form may be a part): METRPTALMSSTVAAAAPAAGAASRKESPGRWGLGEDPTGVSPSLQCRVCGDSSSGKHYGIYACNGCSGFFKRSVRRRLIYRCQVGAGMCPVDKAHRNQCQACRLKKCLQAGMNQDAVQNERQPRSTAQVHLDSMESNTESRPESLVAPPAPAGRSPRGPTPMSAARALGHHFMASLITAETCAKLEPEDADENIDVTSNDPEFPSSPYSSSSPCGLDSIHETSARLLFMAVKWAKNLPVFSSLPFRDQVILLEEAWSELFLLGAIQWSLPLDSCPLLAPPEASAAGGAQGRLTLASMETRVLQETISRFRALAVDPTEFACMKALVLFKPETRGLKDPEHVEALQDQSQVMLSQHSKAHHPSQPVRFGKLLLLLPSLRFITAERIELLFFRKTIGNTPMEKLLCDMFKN
# Peg3 prom inh: Peg3 promoter activity inhibition; actives 1.7% (n = 360,000); HeLa PEG-Prom luciferase reporter, luminescence, overnight; inhibition, % at 20 µM;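 active means inhibition of at least 50% at 20 µM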
# KKLEB tox: CF airway cell cytotoxicity counter-screen | KKLEB CF airway cells viability, ATPlite luminescence, overnight; hits give low values; cells stimulated with P. aeruginosa culture filtrate | activity change (cytotoxicity), % at 5 µM | actives 0.36% (n = 360,000);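 active means corrected activity change at or below -50% at 5 µM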
# NR2E3 ag-2: NR2E3 (human) agonism; AID 2300; GST-NR2E3/biotin-RetCOR TR-FRET, 1536-well; actives 0.12% (n = 320,000); inhibition of corepressor binding, % at 4.78 µM; Q9Y5X4;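 active means percent inhibition above the cutoff of mean plus 3 SD of all tested compounds, set per screening campaign, cut at about 20% in these data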;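 further: 0% = DMSO wells and 100% = biotin wells as full block of FRET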
#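 Test system: GST-NR2E3 and biotin-RetCOR proteins | Quantity: 1.35 nM GST-tagged NR2E3 final | Medium: Tris pH 7.5 | Also added: 7 nM biotin-RetCOR | Dosing: Compound at 4.8 µM, single dose | Timing: 5 h at 4 °C | Detection: Time-resolved FRET | Read-out basis: Percent inhibition | Benchmarks: Biotin wells as high control, 0.6% DMSO wells as low control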
# TRAIL sens C8: sensitizes caspase-8 expressing cells to TRAIL | actives 1% (n = 360,000) | AID 624354 | NB7+C8 cells + TRAIL, ATPlite viability luminescence | inhibition (viability loss, TRAIL sensitization), % at 10 µM;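 active means compounds causing at least 50% loss of cell viability in the single-dose screen, relative to plate controls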
# An asterisk follows results filed as active; · = no result given. The list is partial; count on the stated rates, not on these rows.
Molecule	TRPM1 prom inh	HIF-2a block	CF NFkB block	TWEAK-Fn14 inh	Shn3 3UTR inh	TROY NFkB inh	NR2E3 ag-1	Peg3 prom inh	KKLEB tox	NR2E3 ag-2	TRAIL sens C8
COc1ccc(-c2csc(NC(=O)CN3C(=O)CCC3=O)n2)c(OC)c1	-10	3	-42	-7	2	-14	-8	-13	13	-4	1
Cc1cc(C)cc(OCC(=O)O/N=C(\N)c2ccccn2)c1	-23	-110	-5	-10	-33	-45	-38	-116	14	-2	2
O=C(CN1CCN(S(=O)(=O)c2ccc(F)cc2)CC1)c1ccc(O)c(O)c1	7	17	-13	-20	11	3	-26	0	-2	-4	10
COc1cccc2c1Oc1ncccc1N(C(=O)CCC(=O)NCc1ccc(C)cc1)C2	10	9	-13	-13	-4	-18	-19	7	10	0	-3
CC1(C)COC(c2cccc([N+](=O)[O-])c2)OC1	-9	8	7	8	-3	-7	-36	3	8	·	-3
Cc1cc(NC(=O)c2ccc3c(c2)C(=O)N(Cc2cccnc2)C3=O)no1	-4	3	3	4	5	-25	13	3	-4	3	-16
CC(C)n1c(SCC(=O)Nc2ccc(F)cc2)nnc1C1CC1	1	-5	-6	-12	-12	4	-24	1	2	4	27
COc1ccc(CNC(=O)CSc2n[nH]c(N)n2)cc1OC	2	-1	-19	8	-10	5	-21	-10	12	1	-32
Cc1ccc(NC(=O)COc2ccc(/C=N\NC(=O)c3cccnc3)cc2)cc1C	-17	-28	4	-31	8	2	7	-54	-7	·	-5
COc1cccc(Nc2ccc(Nc3cccc(OC)c3)nn2)c1	-1	-58	-1	-7	-2	-28	-16	-58	-5	0	13
CC1CCCCN1CC(O)COc1ccc(OCC(O)CN2CCCCC2C)cc1 (stereo unspecified)	-19	16	6	-1	7	-3	-28	-23	-8	4	-4
COc1ccc(/C=C/C(=O)O)cc1S(=O)(=O)NCC1CCCO1 (stereo unspecified)	10	17	-4	-1	·	4	1	12	-4	-3	13
Cc1ccc2c(c1)CCCN2C(=O)CSc1ccccc1	-13	-72	-10	-37	-26	-26	-28	-34	14	0	-2
CCOc1ccc(NC(=O)CCC(=O)NNC(=O)c2cccc([N+](=O)[O-])c2)cc1	-4	10	13	9	-12	-7	-16	-5	-14	·	-9
CCc1cccc(NC(=O)CCCn2nc(CC)n3c(cc4occc43)c2=O)c1	8	9	5	-8	16	5	-21	14	10	-2	9
Cc1cc2cc(C)c3nnc(SCC(=O)Nc4ccc(S(=O)(=O)N5CCCCC5)cc4)n3c2cc1C	-6	23	6	-5	27	4	11	69*	-18	1	9
CCCn1c(C)cc(C(=O)CN2C(=O)c3cccc(N)c3C2=O)c1C	-61	-134	45	-15	-89	-16	-38	-108	-23	2	-1
Cc1cc(C)cc(OCCCOc2cccc3cccnc23)c1	1	-17	9	0	13	-21	-26	-15	-1	-1	3
Cc1cc(C)n2nc(SCc3ccc(F)cc3Cl)nc2n1	2	-47	9	-24	15	1	-36	-23	-9	-3	7
CN(c1cccc(NC(=O)c2ccccc2N(Cc2ccccc2)S(C)(=O)=O)c1)S(C)(=O)=O	1	22	-15	-24	-2	4	-29	3	11	0	-3
CC(=O)c1cccc(N(CC(=O)NC2CCCC2)C(=O)c2ccc(C)s2)c1	-6	10	10	-3	7	11	-13	16	10	6	7
Cc1cc(C)n(-c2ccc(NC(=O)C3CCCCN3C(=O)c3cccs3)cc2)n1 (stereo unspecified)	-4	-29	14	-14	-4	-3	-44	-20	-7	-2	-12
CCOP(=O)(OCC)C(Nc1cccc([N+](=O)[O-])c1)c1ccc(OC)cc1 (stereo unspecified)	·	1	-12	-19	0	-6	3	1	-2	2	9
CNC(=O)c1c(NC(=O)c2ccc(N3C(=O)CCC3=O)cc2)sc2c1CCCC2	9	-5	20	-8	0	8	-6	-3	8	0	0
CS(=O)(=O)N(CC(=O)N/N=C/c1ccccn1)c1ccc(Oc2ccccc2)cc1	-6	-17	5	4	-9	11	-2	-18	2	0	1
COc1ccccc1NC(=O)CNC(=O)c1ccccc1C	0	20	-5	-1	-1	21	-25	14	10	0	-7
COc1cccc(CNC(=S)NC2CCCC2)c1	6	-3	5	6	14	-12	-14	-12	3	5	-4
CCOC(=O)c1c(C)[nH]c(C(=O)C(C)OC(=O)c2cccc(OCc3c(C)noc3C)c2)c1C (stereo unspecified)	8	5	-11	3	50	21	76*	-13	4	-2	27
C=C1CCN([C@H](C(=O)Nc2ccc(OC)cc2)C(C)C)S(=O)(=O)c2ccccc21	7	13	-12	0	-2	-9	-6	-14	7	0	-3
O=C(c1ccc2c(c1)N(Cc1ccccc1)C(=O)CS2)N1CCOCC1	8	-14	7	1	-5	-11	6	-2	-7	5	-1

# Brought forward from above: 2 compounds; new compounds follow.
Molecule	TRPM1 prom inh	HIF-2a block	CF NFkB block	TWEAK-Fn14 inh	Shn3 3UTR inh	TROY NFkB inh	NR2E3 ag-1	Peg3 prom inh	KKLEB tox	NR2E3 ag-2	TRAIL sens C8
C=C1CCN([C@H](C(=O)Nc2ccc(OC)cc2)C(C)C)S(=O)(=O)c2ccccc21	7	13	-12	0	-2	-9	-6	-14	7	0	-3
O=C(c1ccc2c(c1)N(Cc1ccccc1)C(=O)CS2)N1CCOCC1	8	-14	7	1	-5	-11	6	-2	-7	5	-1
CCc1nc(SCC(=O)NCC2CCCO2)c2oc3ccccc3c2n1 (stereo unspecified)	3	-2	14	25	9	-10	10	11	1	1	21
CC1CCN(C(=O)c2cc(-c3ccc(Cl)c(Cl)c3)on2)CC1	-57	-227	11	-23	-40	-68	-35	-199	-1	4	-2
O=S(=O)(NN=C1CCCCCCC1)c1ccc(Br)cc1	-9	2	-12	-8	-19	15	-21	14	6	1	0
Cc1ccc(-n2c(C)nn(Cc3ccc([N+](=O)[O-])cc3)c2=O)cc1	-2	14	19	32	-16	-13	-10	13	1	0	-18
CC1(c2nnc(Cc3ccccc3)o2)CC(c2c(Cl)cccc2Cl)=NO1 (stereo unspecified)	1	-7	-18	-10	6	-14	-11	5	11	2	3
Cc1ccc(-n2nnnc2SCc2ccc(C(=O)O)cc2)cc1C	-5	19	20	-19	-13	-15	-18	-14	6	-3	-6
Cc1[nH]c(=O)[nH]c(=O)c1/C=N/NC(=O)[C@H](C)NC(=O)OC(C)(C)C	14	4	4	-3	-21	-1	-26	16	-4	1	-5
N=c1c2c(ncn1CCCO)Oc1c(ccc3ccccc13)C2c1ccccc1 (stereo unspecified)	33	-9	8	3	-2	5	1	73*	-7	-3	16
CC(=O)c1cccc(CN2CCN(CC=C(C)C)C(CCO)C2)c1 (stereo unspecified)	4	7	-8	6	6	11	1	5	14	1	-8
Cn1ccnc1SCC(=O)c1cccc(C(F)(F)F)c1	-88	-208	-5	-19	-31	-6	-6	-181	-9	-3	-4
COC(=O)c1c(NC2=NS(=O)(=O)c3ccccc32)sc2c1CCC(C(C)(C)C)C2 (stereo unspecified)	5	17	24	-15	23	17	-22	10	-2	·	8
CNCc1ccccc1Sc1ccc(O)c(O)c1	18	15	3	4	10	-13	-13	24	10	0	7
C=CCN1C(=O)c2ccc(C(=O)NCCc3ccc(F)cc3)cc2C1=O	3	-29	13	-8	-13	-29	28	-7	-5	3	-4
CCNc1nc(NCC)n2c(SCC(=O)c3ccccc3F)nnc2n1	15	4	-5	12	-12	-10	20	2	-8	3	-7
CCn1c(SCC(=O)NNC(=O)Cc2ccccc2)nnc1-c1ccccc1	-1	-16	-1	25	4	20	3	2	-13	3	-3
CCCN1C(=O)S/C(=C/c2ccc(N3CCOCC3)o2)C1=O	-51	-239	-3	32	20	-9	0	-142	4	-2	17
COc1ccc(C(CNC(=O)C(=O)Nc2ccc3c(c2)OCCO3)N2CCN(C)CC2)cc1 (stereo unspecified)	-9	-8	10	9	7	-5	3	-7	11	1	1
CC(c1ccccc1)n1c(-c2ccncc2)n[nH]c1=S (stereo unspecified)	-8	-1	14	-22	-2	-1	1	6	-9	3	7
Cc1[nH]c(C)c(S(=O)(=O)N2CCN(c3ccccc3)CC2)c1C(=O)N1CCCCC1	-2	0	7	14	5	21	-11	17	9	4	-3
Cc1ccc(CC(=O)Nc2cc(C)on2)cc1	-10	0	14	8	-27	-13	-20	-9	4	0	10
COc1cccc(OCCCN2CCCCC2)c1	2	-6	-4	2	-1	10	-14	-9	7	1	-9
COC(=O)C1=CO[C@@H](O[C@@H]2OC(CO)[C@@H](O)[C@@H](O)[C@@H]2O)C2C1CC[C@]2(C)O (stereo partly specified)	-1	6	-3	14	-5	-4	4	10	-16	3	-3
CC(=O)Oc1ccc2c(c1)C(=O)c1ccccc1CO2	-1	-97	-6	-12	-20	-33	-2	-81	2	-1	1
CCCCCCCCN1[C@@H](CC(=O)O)c2cc(F)ccc2S1(=O)=O	-8	0	-2	1	-6	2	-21	3	-1	8	-4
COCCn1c(SCc2nnc(-c3ccc(OC)c(OC)c3)o2)nnc1-c1ccncc1	5	11	10	-7	7	0	9	10	-13	5	13
CN1C(=O)NC(NC(=O)c2ccco2)(C(F)(F)F)C1=O (stereo unspecified)	10	5	0	-2	6	-16	-6	6	12	3	15
COc1cccc(-c2noc(C3CCCN(C(=O)c4ccc(F)cc4F)C3)n2)c1 (stereo unspecified)	18	-54	-5	-34	-5	-27	-2	12	-5	2	11
COc1cc(Br)c(-c2sc(Nc3ccccc3)n[n+]2-c2ccc(F)cc2)cc1OC	-5	11	-9	-5	-13	4	-17	-10	5	0	-1
CCN(CC)c1ccc(NC(=O)c2ccccc2F)cc1	-36	-218	-12	14	-163	-20	-220	-209	-11	-1	31
O=C(CCc1nc2ccccc2c(=O)[nH]1)NCCN1C(=O)S/C(=C\c2ccccc2Cl)C1=O	-23	-40	15	-29	0	-12	-3	-99	2	1	16
CSc1nnc(Cc2ccc3c(c2)OCO3)o1	-18	-19	11	-18	-9	-13	-61	-37	-4	-1	-13
COc1ccc(Cl)cc1-c1cc(C(=O)Nc2ccc(Br)cc2)[nH]n1	·	4	-56	16	-2	-15	-27	-11	7	·	11
CCSc1nnc(NC(=O)c2cccc(S(=O)(=O)N(C)c3ccc(C)cc3)c2)s1	4	7	14	12	-13	34	-22	0	7	1	4
COc1ccc(CN2CCN(C(=O)c3ccc(S(=O)(=O)N4CCCCCC4)cc3)CC2)cc1	20	21	-14	23	17	15	19	18	2	·	15
Cc1ccc(C(=O)OCCN(C)Cc2ccccc2)cc1	3	14	0	-4	-2	-4	-18	-6	1	4	0
COC(=O)c1ccc(NC(=O)C2CC3CCC2C3)cc1 (stereo unspecified)	-91	-233	10	-23	-53	-39	-91	-266	-6	0	17
COc1ccc(NC(=O)c2ccc3c(c2)C(=O)N(Cc2ccncc2)C3=O)cc1S(N)(=O)=O	0	-1	6	-36	-8	5	4	1	-10	·	-17
